HDAC3 inhib: blocks human histone deacetylase 3. O15379. recombinant HDAC3, fluorogenic peptide/trypsin coupled, fluorescence. 320,000 compounds, 0.15% hits. inhibition, % at 8.3 µM. AID 2718; in the data active means inhibition above about 26%, passing the limit was not always enough; inconclusive means no clear call, values can overlap the other calls
AI-2 QS mod: modulates the Vibrio harveyi AI-2 quorum sensing system. 300,000 compounds, 0.4% hits. activity change, % at 7.5 µM. Vibrio harveyi JMH597 AI-2 luminescence/OD600 ratio, 9 h; hits give low values; strain lacks LuxN and CqsS sensors; 0 = neutral-control median; in the data active means activity change below about -75%, passing the limit was not always enough; inconclusive means no clear call, values can overlap the other calls;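 further: luminescence divided by OD600 gain over 9 h not by final OD600 alone; inactives centre near 13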
HSF1 inh: HSF1 inhibition. NIH3T3-HGL HSE-luciferase, MG132-induced, luminescence 8 h; hits give low values. 300,000 compounds, 0.77% hits. activity change, negative = inhibition, % at 7.5 µM (by protocol);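 active means more than half of replicate wells show activity change below -50%, luminescence cut by over half; inconclusive means some wells, but at most half, below -50%; inactive means no replicate well below -50%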;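 further: luciferase reports HSF-1 transcriptional activity via heat shock element; 0% = median of DMSO wells and -100% = zero luminescence signal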
DYRK1A inh: inhibitors of rat Dyrk1A kinase; 310,000 compounds, 0.43% hits; ADP-Glo luminescence, NFATc1 peptide; inhibition, % at 12.5 µM; in the data active means inhibition above about 50%;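 further: plate controls were vehicle with enzyme for no effect and no enzyme for full effect; many of its hits are not listed in these tables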
HSF1 activator: increases HSF-1 driven luciferase reporter signal; activation, % at 9 µM; 300,000 compounds, 1.7% hits; NIH3T3-HGL HSF-1 luciferase reporter, MG132, 8 h; 100% = twice DMSO control signal;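 active means mean replicate activation of at least 50% with a set share of replicates each reaching 50%; inconclusive means only one of those two conditions met; inactive means mean below 50% and too few replicates reaching it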;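 further: 0% = median of the neutral control wells and 100% = twice that signal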
Platelet DG rel: platelet dense granule release activity. human platelet-rich plasma, SFLLRN dense granule ATP release, luminescence. inhibition, %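 (compounds screened at 7.5 µM in platelet-rich plasma)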. 300,000 compounds, 0.22% hits. AID 1663;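 active means mean replicate score, as percent of positive control, at or above 50; inconclusive means mean below 50 but at least one replicate at or above 50; inactive means mean and every replicate below 50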
GSK3 alpha inh: human GSK-3 alpha kinase inhibition | inhibition, % at 10 µM | AID 2650 | P49840 | ADP-Glo luminescence, 60 min | 320,000 compounds, 0.1% hits;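 in the data active means inhibition above about 50%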;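 further: GST-tagged GSK-3 alpha with peptide substrate and 25 µM ATP; 0% = DMSO neutral wells and 100% = GW8510 positive control wells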
Target sequence (P49840 whole entry, looked up): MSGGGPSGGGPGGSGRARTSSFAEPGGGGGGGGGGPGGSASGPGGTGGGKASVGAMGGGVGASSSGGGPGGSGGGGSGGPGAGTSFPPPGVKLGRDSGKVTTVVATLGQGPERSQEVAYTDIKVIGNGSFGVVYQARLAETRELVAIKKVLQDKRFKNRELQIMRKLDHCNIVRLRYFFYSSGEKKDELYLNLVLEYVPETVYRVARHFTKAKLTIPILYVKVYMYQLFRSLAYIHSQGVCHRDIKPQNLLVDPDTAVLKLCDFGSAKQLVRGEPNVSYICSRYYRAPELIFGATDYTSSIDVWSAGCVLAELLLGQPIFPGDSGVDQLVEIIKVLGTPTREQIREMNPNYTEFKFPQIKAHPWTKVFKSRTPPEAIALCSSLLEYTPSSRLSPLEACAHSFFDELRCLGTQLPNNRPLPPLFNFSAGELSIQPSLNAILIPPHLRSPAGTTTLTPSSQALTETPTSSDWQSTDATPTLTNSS
GSK3beta inhib: inhibitors of human GSK3beta kinase; P49841; GST-GSK3beta kinase, ADP-Glo luminescence, 60 min; hits give low values; activity score (negative = inhibition), % at 10 µM; 300,000 compounds, 0.038% hits; AID 2097;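 active means more than half of replicate wells score below -50%, meaning over 50% inhibition versus plate controls; inconclusive means some replicates but at most half score below -50%; inactive means no replicate scores below -50%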;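 further: 0% = median DMSO wells and -100% = median GW8510 positive control wells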
Target sequence (P49841 whole entry, looked up): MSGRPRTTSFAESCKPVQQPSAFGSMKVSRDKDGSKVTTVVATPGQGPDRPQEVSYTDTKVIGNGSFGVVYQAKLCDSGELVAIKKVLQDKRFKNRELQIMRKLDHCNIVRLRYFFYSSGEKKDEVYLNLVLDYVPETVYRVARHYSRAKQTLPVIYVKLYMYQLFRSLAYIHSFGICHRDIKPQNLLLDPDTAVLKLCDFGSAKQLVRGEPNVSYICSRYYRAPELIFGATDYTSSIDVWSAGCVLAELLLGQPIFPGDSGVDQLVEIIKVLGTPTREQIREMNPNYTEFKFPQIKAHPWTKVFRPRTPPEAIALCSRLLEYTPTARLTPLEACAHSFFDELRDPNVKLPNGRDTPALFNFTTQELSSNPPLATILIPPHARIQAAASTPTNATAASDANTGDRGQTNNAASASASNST
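Assay system: GST-fused GSK3beta enzyme, cell-free / Medium: Tris pH 7.5 buffer with MgCl2, DTT, BSA, heparin / Also added: peptide substrate plus 25 µM ATP (final) / Compound: 10 µM single point / Timing: kinase reaction with compound 60 min at room temperature / Detection: ADP-Glo luminescence / Benchmarks: DMSO neutral wells and GW8510 at 20 µM as positive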
HSP90 inh: blocks HSP90-mediated luciferase refolding in reticulocyte lysate | AID 1789 | Rabbit reticulocyte lysate, luciferase refolding luminescence, 3 h | 290,000 compounds, 0.91% hits | inhibition, % at 5.6 µM;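 active means inhibition above the screen-wide mean plus 3 SD, computed separately per campaign, cut at about 16% in these data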;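 further: 0% = DMSO wells and 100% = 60 µM geldanamycin wells; inhibitors lower the luminescence because luciferase stays unfolded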
PolyA inhibitor: inhibitors of polyadenylation in S. cerevisiae | S. cerevisiae SKY197-pL101 polyadenylation reporter, beta-gal luminescence; efflux-impaired pdr1/pdr3 knockout yeast; score 100 = 6 SD above DMSO | calls only at 12 µM | 300,000 compounds, 0.02% hits;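 active means lowest replicate activity score at least 50, where 100 means six control SD above control mean; inconclusive means lowest score under 50 but half or more replicates reach 50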;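 further: yeast exposed to compound for 9 h at 30 °C; higher score means more reporter readthrough which indicates perturbed polyadenylation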
Numbers without * were called inactive; i = inactive; ? = inconclusive; · = no result given.

HDAC3 inhib	AI-2 QS mod	HSF1 inh	DYRK1A inh	HSF1 activator	Platelet DG rel	GSK3 alpha inh	GSK3beta inhib	HSP90 inh	PolyA inhibitor	canonical_smiles
-2	4	-3	10	6	-8	-2	2	2	i	COc1ccccc1CC(=O)N1CCCC(CCC(=O)NCc2ccccc2F)C1 (centres undefined)
-2	43	7	-3	-16	-1	0	1	-3	i	O=C(CN1C(=O)c2ccccc2S1(=O)=O)N1CCc2ccccc2C1
-2	3	-6	3	6	-5	-4	0	2	i	O=C(Cc1c[nH]c2ccccc12)N[C@@H](Cc1c[nH]c2ccccc12)C(=O)O
0	8	-1	-5	3	-2	2	0	3	i	Cc1ccc(OCC(=O)N/N=C/c2cccn2C)cc1
1	22	-10	1	-15	14	0	-2	37*	i	O=C(c1cc(-c2ccc(Cl)cc2Cl)on1)N1CCCC1
3	9	10	3	13	1	1	0	-2	i	CCn1cc(C(=O)NCC2CCCO2)c(=O)c2cc(S(=O)(=O)N3CCC(C)CC3)ccc21 (centres undefined)
3	6	8	11	28	-4	0	1	1	i	CCN(CC)S(=O)(=O)c1ccc(NC(=O)c2ccccn2)cc1
1	17	-4	17	-1	-3	10	3	0	i	CCN(CCO)Cc1csc2c(Br)cccc12
-4	-47	-1	45	24	1	-1	-1	0	i	Cc1cc(=O)[nH]c2c1cnn2Cc1ccccc1
0	43	-6	-2	-12	1	-3	-9	5	i	O=C(O)Cc1coc(-c2ccc(F)cc2)n1
-4	22	-1	·	-17	12	-1	2	0	i	COc1ccccc1CNC(=O)Cn1nnnc1CN(C)C(C)C
-5	0	-10	9	-11	-19	3	0	0	i	C=CCNc1ccc(F)c(F)c1N1CCCCCC1=O
3	-1	-1	-4	37	9	-6	0	-4	i	CC(C)c1nnc(NC(=O)CCC(=O)N2CCN(c3cccc(Cl)c3)CC2)s1
-2	8	0	-2	-2	10	2	3	-1	i	Cc1ccc(/C=C/C(=O)NC(=S)Nc2ccccc2C(=O)NC2CCCCC2)cc1
-4	13	-13	5	-16	17	-1	2	2	i	CCCS(=O)(=O)N1CCCC(C(=O)NCCN(CC)CC)C1 (centres undefined)
-111	20	0	26	-13	·	0	-1	2	i	OCCCCc1nccc2c1[nH]c1ccccc12
5	0	-1	·	7	0	1	1	0	i	CCC(=O)Nc1nc(-c2cc([N+](=O)[O-])cs2)cs1
-2	3	-7	·	-15	-3	-8	-2	21*	i	COc1ccc(C(=O)NC2CCN(C(=S)Nc3cccc(C)c3)CC2)cc1
-5	2	-6	-2	-16	-2	-1	-5	-2	i	O=C(NCCNC(=O)c1cccnc1)c1ccc(Br)cc1
·	7	6	-2	19	4	-5	-2	0	i	COc1ccc(NC(=O)Nc2cccc3ccccc23)c(OC)c1

(more compounds)
HDAC3 inhib	AI-2 QS mod	HSF1 inh	DYRK1A inh	HSF1 activator	Platelet DG rel	GSK3 alpha inh	GSK3beta inhib	HSP90 inh	PolyA inhibitor	canonical_smiles
2	21	3	-3	0	9	1	1	-1	i	Cc1ccc(NS(=O)(=O)c2ccc(C(=O)NCC3CCCO3)cc2)cc1 (centres undefined)
7	43	0	·	6	7	-2	1	-3	i	CN(C(=O)C1CCC(CNS(=O)(=O)c2cccc3cccnc23)CC1)C1CCCCC1 (centres undefined)
3	13	12	11	31	1	-3	2	·	i	CCC(C)C(=O)OCC1(c2ccc(C)cc2OC(=O)C(C)C)CO1 (centres undefined)
4	64	15	-1	9	16	7	0	0	i	NS(=O)(=O)c1ccc(NCc2ccccc2OCc2ccc(F)cc2)cc1
0	30	-2	20	1	-6	-4	0	5	i	Cc1ccccc1OCC(=O)Nc1cccc(NC(=O)c2ccco2)c1
-1	-17	5	1	-4	-4	0	1	0	i	Cc1nn(-c2ccc(Cl)cc2)c(=O)c2ccccc12
-4	0	-8	7	7	-16	-2	-8	-4	i	COc1cc2ccccc2cc1C(=O)Nc1nccs1
2	12	-2	1	1	-4	0	-2	0	i	CC(=O)Nc1ccc(CN2CCN(CCC(C)C)C(CCO)C2)cc1 (centres undefined)
-5	26	3	-2	7	-3	-1	-1	-2	i	S=C(Nc1ccc(Nc2ccccc2)cc1)N1CCN(c2ncccn2)CC1
17	-5	-5	12	3	-2	0	8	3	i	CCN(CC)CCCN=Cc1c(-c2ccccc2)[nH]n(-c2nc3ccccc3s2)c1=O
9	-8	11	2	5	-4	-1	-5	-3	i	COC(=O)c1ccccc1OCC(=O)NC1CCCCC1
2	0	4	-5	-15	7	0	8	1	i	C=CCN(CC=C)CCOc1ccc2ccccc2c1
10	13	-1	-1	10	5	2	1	-6	i	Nc1cc([N+](=O)[O-])ccc1Nc1ccccc1
-1	14	6	0	5	2	-2	3	-5	i	CC(C)CSc1n[nH]c(N)n1
-7	12	-1	-4	7	-6	-2	2	-3	i	COc1ccc(CCNC(=O)C2CCN(S(=O)(=O)c3ccc4c(c3)oc(=O)n4C)CC2)cc1OC
2	7	-3	-3	0	0	-2	-1	·	i	CC1CC(C)CN(C(=O)COC(=O)c2cc(S(=O)(=O)N3CCOCC3)ccc2F)C1 (centres undefined)
-6	23	-1	9	-1	-5	-3	5	-1	i	COc1ccc(OCc2cc(C(=O)N(C)C3CCOC3)no2)c(Cl)c1 (centres undefined)
2	43	6	4	-5	-1	5	-3	-1	i	COc1cc(C)ccc1Oc1ncnc(N)c1[N+](=O)[O-]
7	6	-4	-2	8	-1	0	-3	-3	i	CNc1c(NC(=O)c2ccc3c(c2)OCO3)c(=O)oc2ccccc12
0	1	-3	-1	-2	-1	-2	1	3	i	O=C(NCc1ccc(F)cc1)C(c1ccncc1)N(C(=O)c1csnn1)C1CC1 (centres undefined)

More records follow.
HDAC3 inhib	AI-2 QS mod	HSF1 inh	DYRK1A inh	HSF1 activator	Platelet DG rel	GSK3 alpha inh	GSK3beta inhib	HSP90 inh	PolyA inhibitor	canonical_smiles
-5	38	1	5	8	9	9	1	-5	i	Cc1cc2ccccc2nc1SCC(=O)NC1CCCC1
3	11	-1	-2	10	-7	1	-2	5	i	CCOc1ccc(C(C)=O)cc1COc1cccnc1[N+](=O)[O-]
?	14	2	5	-1	5	0	3	-1	i	CC1=CC(C)(C)Nc2ccc(OS(=O)(=O)c3ccc(C)cc3)cc21
4	24	-6	-1	-15	-2	-1	-1	-4	i	Cc1cc(NC(=O)C2=C(O)c3ccccc3S(=O)(=O)N2C)no1
0	21	1	-1	-16	-6	-4	2	0	i	CCOC(=O)C1(CCCc2ccccc2)CCN(C(=O)CN2CCOC2=O)CC1
·	21	46	3	?	0	·	-3	2	i	O=S(=O)(c1ccccc1)c1ncc(C(F)(F)F)cc1Cl
5	9	3	2	23	2	1	2	-4	i	O=C(NC1CCCC1)c1ccc(CSCc2ccccc2F)o1
4	6	5	-4	13	-8	1	3	3	i	Cc1cccc(NC(=O)CN2C(=O)N/C(=C/c3ccc(C)s3)C2=O)c1
-2	15	3	-8	3	-12	0	-1	-3	i	COC(=O)CC1C(=O)NCCN1C(=S)Nc1ccccc1 (centres undefined)
-5	18	-11	-1	-1	3	0	-2	-1	i	COc1cc(C=O)ccc1OCC(=O)N1CCOCC1
1	21	-5	11	-10	-3	-1	1	2	i	O=C(O)C12CC3CC(C1)CC(n1cnc(Cl)n1)(C3)C2
2	9	-5	-1	-6	0	-2	-7	4	i	O=S(=O)(c1ccc(F)c(F)c1F)N1CCN(C(=S)NCc2ccccc2)CC1
-11	6	-4	·	-8	1	2	-1	-2	i	COc1cc([N+](=O)[O-])cc(/C=C2/SC(=S)N(Cc3ccccc3)C2=O)c1O
-1	3	4	23	6	6	0	2	-4	i	O=S(=O)(NC1CC1)c1cccc(S(=O)(=O)N2CCCC2)c1
9	0	37	2	57*	8	·	1	4	i	O=C(CS(=O)(=O)c1ccccc1)c1cc2ccccc2oc1=O
-3	18	8	-10	9	11	-3	5	-5	i	CCOC(=O)CC1COCCN1C(=O)c1ccc2oc(Cc3ccccc3)nc2c1 (centres undefined)
-4	8	12	0	9	10	0	5	-1	i	CCS(=O)(=O)NCCc1csc(-c2ccccc2)n1
2	6	·	3	·	·	·	-2	1	·	Cc1ccccc1-c1cc(C(=O)N/N=C/c2cccnc2)c2ccccc2n1
-2	13	11	20	2	2	·	1	1	i	Cc1ccc(C2CC(c3ccccc3)n3ncnc3N2)cc1 (centres undefined)
2	-66	6	·	18	16	0	2	0	i	O=C(NNc1ccc([N+](=O)[O-])cc1)C1C2CCCCC21 (centres undefined)

3 compounds already listed, ordered by molar mass, ascending:
HDAC3 inhib	AI-2 QS mod	HSF1 inh	DYRK1A inh	HSF1 activator	Platelet DG rel	GSK3 alpha inh	GSK3beta inhib	HSP90 inh	PolyA inhibitor	canonical_smiles
5	0	-1	·	7	0	1	1	0	i	CCC(=O)Nc1nc(-c2cc([N+](=O)[O-])cs2)cs1
2	9	-5	-1	-6	0	-2	-7	4	i	O=S(=O)(c1ccc(F)c(F)c1F)N1CCN(C(=S)NCc2ccccc2)CC1
7	43	0	·	6	7	-2	1	-3	i	CN(C(=O)C1CCC(CNS(=O)(=O)c2cccc3cccnc23)CC1)C1CCCCC1 (centres undefined)

The list goes on.
HDAC3 inhib	AI-2 QS mod	HSF1 inh	DYRK1A inh	HSF1 activator	Platelet DG rel	GSK3 alpha inh	GSK3beta inhib	HSP90 inh	PolyA inhibitor	canonical_smiles
7	29	-2	-3	7	2	-2	0	-1	i	CCOC(=O)c1nc(NCc2cccnc2)c2ccccc2n1
-14	11	-1	-5	-3	2	0	3	-3	i	CCOC(=O)c1cccc(NC(=O)CSc2nnc(C)n2CC2CCCO2)c1 (centres undefined)
5	15	-9	0	32	0	-1	-1	7	i	COc1ccccc1-n1cnnc1SCC(=O)c1ccc[nH]1
6	·	-2	-3	9	-5	-2	0	1	i	CC1C/C(=N\NC(N)=S)c2cc(Cl)ccc2S1 (centres undefined)
-1	8	-4	2	-13	0	0	-4	0	i	CC(OC(=O)c1cccnc1Cl)C(=O)Nc1ccc(S(N)(=O)=O)cc1 (centres undefined)
4	28	0	-1	11	-2	-3	3	-3	i	CSc1ccc(CCNC(=O)C2CCCN(S(=O)(=O)N3CCOCC3)C2)cc1 (centres undefined)
-8	33	18	0	32	-4	-4	4	3	i	NS(=O)(=O)c1ccc(NC(=O)COC(=O)/C=C/c2ccc([N+](=O)[O-])cc2)cc1
-7	11	1	17	16	0	-1	-1	-3	i	Cc1ccc(C(=O)Nc2ccccc2C(N)=O)o1
0	-12	7	·	2	0	0	1	·	i	COCCN(C(=O)COC(=O)Cc1coc2cc3c(cc12)CCC3)c1c(N)n(Cc2ccccc2)c(=O)[nH]c1=O
0	20	-2	1	-14	6	-1	1	·	i	C=CCN(c1ccccc1)S(=O)(=O)c1cccc(C(=O)NC2CCN(Cc3ccccc3)CC2)c1
4	19	-1	6	12	0	-2	2	-1	i	Cc1nn(-c2ccccc2)nc1C(=O)Oc1cc(C(F)(F)F)nn1-c1ccccc1

Not all compounds are listed; rates above refer to the full screens.
